Bioassay records deposited in PubChem BioAssay by several laboratories.
DSG3 Ab inh: blocks pemphigus antibody binding to human desmoglein-3 | P32926 | DSG3-coupled beads, scFv-anti-DSG3-GFP binding, flow cytometry; stronger effect = lower value | binding (percent of control), % at 10 µM | actives 0.48% (n = 310,000) | AID 588358;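 active = binding more than 3 SD below its plate's average and above zero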;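 also: hits lower antibody fragment binding to DSG3; some compounds called inactive have numbers as strong as hits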
OPRM1-OPRD1 ag: agonists of human mu-delta opioid receptor heterodimerization. P35372+P41143. activation, % at 9.3 µM. AID 504326. cells, OPRM1-OPRD1 heterodimerization, luminescence. actives 0.3% (n = 340,000); in the data active = activation above about 18%;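 also: 0% = vehicle-treated cells and 100% = reference agonist; values of inactives mirror those of a sister screen read the other way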
Target sequence (P35372 whole entry, looked up): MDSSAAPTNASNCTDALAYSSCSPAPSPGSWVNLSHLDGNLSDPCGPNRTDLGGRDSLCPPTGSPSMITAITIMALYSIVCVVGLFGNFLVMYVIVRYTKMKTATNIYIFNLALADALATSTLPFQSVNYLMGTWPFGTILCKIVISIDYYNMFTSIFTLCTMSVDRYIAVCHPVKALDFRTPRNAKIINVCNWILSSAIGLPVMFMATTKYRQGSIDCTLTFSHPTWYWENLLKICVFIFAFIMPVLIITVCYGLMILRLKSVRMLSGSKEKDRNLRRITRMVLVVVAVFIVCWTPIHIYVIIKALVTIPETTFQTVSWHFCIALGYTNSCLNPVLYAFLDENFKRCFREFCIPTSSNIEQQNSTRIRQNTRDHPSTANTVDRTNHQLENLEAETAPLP
Target sequence (P41143 whole entry, looked up): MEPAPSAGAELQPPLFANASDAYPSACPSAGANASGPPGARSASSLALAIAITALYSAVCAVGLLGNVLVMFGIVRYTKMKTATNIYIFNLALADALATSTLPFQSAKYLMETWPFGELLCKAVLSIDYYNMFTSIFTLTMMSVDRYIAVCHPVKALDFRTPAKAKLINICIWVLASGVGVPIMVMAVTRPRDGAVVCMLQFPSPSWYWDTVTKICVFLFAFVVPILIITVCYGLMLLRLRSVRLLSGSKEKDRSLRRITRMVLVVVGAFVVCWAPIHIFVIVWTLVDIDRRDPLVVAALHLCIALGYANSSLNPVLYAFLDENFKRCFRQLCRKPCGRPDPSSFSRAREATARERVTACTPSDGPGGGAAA
SUMO Mot1 rescue: SUMOylation pathway inhibition by Mot1-301 growth rescue; actives 1% (n = 320,000); AID 2716; S. cerevisiae Mot1-301 growth rescue, ATP luminescence, 38.5C; percent above DMSO median, 100 means doubled; growth rescue, % at 18.8 µM;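 active = every valid replicate shows activation above 250% relative to neutral control wells; inactive = the rest, any valid replicate at or below 250%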;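 also: OY570 slx delta 5 strain wells were the positive control but not used for scaling; some compounds called inactive have numbers as strong as hits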
phage Ecoli inh: E. coli growth loss with phage present; growth absorbance; inhibition, % at 11.9 µM; actives 0.26% (n = 360,000); AID 651602; in the data active = inhibition above about 11%
MOR-DOR inv ag: mu-delta opioid heterodimer inverse agonism | actives 0.21% (n = 340,000) | cell-based MOR-DOR heterodimer luminescence | P35372+P41143 | inhibition, % at 9.3 µM; in the data active = inhibition above about 22%, passing the limit was not always enough;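 also: 0% = cells with DMSO and 100% = wells without cells with DMSO; values of inactives mirror those of a sister screen read the other way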
PKA-R1A activ: activates the PKA-R1A holoenzyme complex. actives 0.083% (n = 340,000). PKA-R1A dissociation, Cy5-IP20 fluorescence polarization; scaled: DMSO 0%, 113 µM cGMP 100%. activation, % at 11.4 µM. P00514+P68181;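 active = percent activation above the mean of all tested compounds plus 3 SD, cut at about 19% in these data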;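 also: higher means more PKAc released from R1A so a rise in polarization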
E coli growth: bacterial growth inhibition, counter-screen for AddAB inhibitors; E. coli V3065 growth, OD600 absorbance, 18 h; inhibition, % at 11.9 µM; actives 0.27% (n = 330,000);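 active = inhibition above the campaign's mean inhibition across all tested compounds plus 3 SD, cut at about 9.9% in these data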;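 also: uninfected addAB+ strain grown without phage in ampicillin broth; 0% = DMSO wells and 100% = ciprofloxacin 0.95 µg/ml wells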
Tat transport: inhibitors of E. coli Tat protein transport; inhibition, % at 10 µM; E. coli MC4100 TorA-mCherry Tat export, fluorescence; actives 0.036% (n = 340,000); AID 488895;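 active = mean replicate inhibition at least 50% and at least half of replicates individually reaching 50%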;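 also: exported cargo escapes ClpAP degradation while cytoplasmic cargo is degraded and loses fluorescence; 0% = median of neutral control wells and 100% = median of NaSCN control wells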
PfHsp90 set2: growth inhibition of yeast expressing Plasmodium Hsp90. actives 0.32% (n = 310,000). AID 504621. S. cerevisiae expressing PfHsp90, BacTiter-Glo ATP, 48 h; yeast lacking PDR1 and PDR3 efflux regulators. inhibition, % at 9.4 µM;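 active = every replicate shows inhibition above about 80%, whatever the replicate mean, limit read from the data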;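 also: 0% = DMSO neutral controls and 100% = 20 µM radicicol positive controls; yeast relying on Plasmodium falciparum Hsp90 in place of its own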
AddAB inh: less growth of phage-infected E. coli with AddAB; inhibition, % at 11.9 µM; E. coli expressing H. pylori AddAB, absorbance growth; actives 0.29% (n = 330,000); in the data active = inhibition above about 12%;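 also: 0% = vehicle wells of infected cells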
Arr AP2 block: human beta-arrestin and AP2 interaction inhibition. inhibition, % at 10 µM. FITC-arrestin peptide / GST-AP2 beads, flow cytometry; AP2 beta2 appendage carries R879A mutation. AID 504490. actives 0.31% (n = 340,000);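 active = inhibition above a set limit, near 3 SD of compounds lacking own fluorescence, cut at about 54% in these data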;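 also: plate controls were DMSO wells for no effect and 5 µM unlabelled arrestin peptide for full effect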
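Material – GST-tagged AP2 beta2-adaptin appendage (R879A) on 4 µm glutathione beads · Probe or stimulus – fluorescein-tagged arrestin peptide at 50 nM final · Timing – 12 min plus 1 h, RT · Detection – bead flow cytometry, FITC channel · Read-out basis – inhibition as reduced fluorescein signal on beads, percent · Medium – PBS plus Tween 20 (0.05%) and BSA (0.1%)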
Numbers without * were called inactive; x = not tested or not shown. An unsorted share of the library; overall some 2.8% were active at least once.

SMILES	DSG3 Ab inh	OPRM1-OPRD1 ag	SUMO Mot1 rescue	phage Ecoli inh	MOR-DOR inv ag	PKA-R1A activ	E coli growth	Tat transport	PfHsp90 set2	AddAB inh	Arr AP2 block
CCOc1ccc(N2CC(C(=O)Nc3nnc(CC)s3)CC2=O)cc1 (stereo not drawn)	97.0	0.2	-13.6	2.1	-1.0	6.5	0.5	1.6	-89.9	2.4	-2.5
COc1ccc2cc(C(=O)C3CCCN(Cc4cnc(N5CCOCC5)s4)C3)ccc2c1 (stereo not drawn)	106.1	3.6	-1.6	5.1	-19.3	-10.1	-0.5	-7.7	17.6	-0.2	-2.2
C[n+]1ccc(/C=C/c2ccc(Br)cc2)cc1	99.8	0.2	-31.7	3.4	-1.1	-0.6	3.4	17.5	4.2	4.4	-23.9
CCN(c1ccccc1)S(=O)(=O)c1cccc(C(=O)NCCN2CCOCC2)c1	91.7	-1.3	5.2	1.6	5.6	-0.3	0.2	-7.0	0.7	2.6	3.7
CCOC(=O)c1sc(NC(=S)NC(=O)c2cccc(OC)c2)nc1C	96.7	-2.9	-5.3	0.7	13.1	-0.4	-0.5	-3.9	-13.6	0.8	31.3
CCC(C)c1ccc(NC(=O)NCc2cccnc2)cc1 (stereo not drawn)	x	-0.6	-10.0	2.8	3.4	5.0	2.4	-7.9	x	0.4	0.4
CCn1cc(C(=O)OCC(=O)Nc2c(C)n(C)n(-c3ccccc3)c2=O)c(=O)c2ccc(C)nc21	96.4	-1.5	-20.4	x	6.8	-5.7	1.8	7.1	-4.2	2.4	8.4
Cc1cc(Cl)c2oc(C(=O)N3CCN(C(=O)c4ccco4)CC3)c(C)c2c1	137.6	0.3	139.4	2.8	-1.6	-15.1	-1.3	-13.1	-5.4	3.6	-7.6
CC(OC(=O)/C=C/c1ccc2ccccc2n1)C(=O)Nc1ccc(S(N)(=O)=O)cc1 (stereo not drawn)	103.5	1.3	-0.3	4.6	-8.1	-9.8	-0.1	-0.4	23.2	-1.6	-11.0
CCC1CCCCN1CCCNC(=O)CCCNC(=O)Cn1cnc2sc3c(c2c1=O)CCCC3 (stereo not drawn)	114.1	-3.6	-2.8	-2.9	17.2	-2.9	0.5	9.7	x	-0.4	9.7
O=S(=O)(NCc1ccco1)c1cccc2cccnc12	114.9	-3.2	21.4	3.7	13.5	1.0	-3.8	2.0	24.3	0.5	21.6
Cc1ccc(C(=O)Nc2nnc(-c3ccco3)o2)cc1C	99.1	-2.6	7.3	-3.9	13.7	-4.5	-2.9	-3.3	-13.0	10.0	-7.6
O=C(CSc1nc2ccccc2c(=O)n1-c1ccccc1)NCC1CCCO1 (stereo not drawn)	116.6	0.3	293.0	1.8	-2.7	-0.9	0.9	-10.7	-7.5	3.7	5.4
Cc1cccc(NC(=O)c2ccc3nccnc3c2)c1C	99.7	-0.5	12.1	1.4	3.0	-5.7	0.2	-6.3	-8.3	2.8	17.5
COC(=O)c1cnc(SCc2ccc(Cl)cc2)n1C	117.9	2.0	172.9	4.7	-10.7	2.4	0.2	4.3	-16.9	4.0	5.7
O=C(C[C@H]1C[C@H](C(=O)N2CCOCC2)[C@@]2(CCC3CCCC3)c3[nH]c4cc(-c5ccco5)ccc4c3CCN2C1=O)NCc1ccco1	93.7	0.0	x	0.9	0.0	-2.1	0.5	13.4	5.0	0.4	12.6
CCCc1cc(=O)[nH]c(SCC(=O)C(C)(C)C)n1	x	-0.9	23.1	1.1	5.5	-1.6	-0.4	-3.8	10.8	4.1	22.7
O=C(CN1CCN(S(=O)(=O)c2ccc(F)cc2)CC1)Nc1ccc(Cl)cn1	111.7	-0.4	-5.6	0.3	2.2	2.2	-2.4	-0.4	-4.2	3.4	-22.4
CCC(C(=O)NN1C(=O)c2ccccc2C1=O)c1ccccc1 (stereo not drawn)	104.2	-3.2	0.4	2.1	15.0	3.8	0.0	-6.0	5.8	-3.5	-9.7
O=[N+]([O-])c1cc([N+](=O)[O-])c(Oc2cc(F)ccc2F)cc1NN1CCCCC1	101.2	-0.3	8.4	-1.3	1.6	7.8	-0.6	-7.0	-13.0	-1.9	3.3

Structures from the list above containing a furan ring, fused or not, in the order listed:
SMILES	DSG3 Ab inh	OPRM1-OPRD1 ag	SUMO Mot1 rescue	phage Ecoli inh	MOR-DOR inv ag	PKA-R1A activ	E coli growth	Tat transport	PfHsp90 set2	AddAB inh	Arr AP2 block
Cc1cc(Cl)c2oc(C(=O)N3CCN(C(=O)c4ccco4)CC3)c(C)c2c1	137.6	0.3	139.4	2.8	-1.6	-15.1	-1.3	-13.1	-5.4	3.6	-7.6
O=S(=O)(NCc1ccco1)c1cccc2cccnc12	114.9	-3.2	21.4	3.7	13.5	1.0	-3.8	2.0	24.3	0.5	21.6
Cc1ccc(C(=O)Nc2nnc(-c3ccco3)o2)cc1C	99.1	-2.6	7.3	-3.9	13.7	-4.5	-2.9	-3.3	-13.0	10.0	-7.6
O=C(C[C@H]1C[C@H](C(=O)N2CCOCC2)[C@@]2(CCC3CCCC3)c3[nH]c4cc(-c5ccco5)ccc4c3CCN2C1=O)NCc1ccco1	93.7	0.0	x	0.9	0.0	-2.1	0.5	13.4	5.0	0.4	12.6

Following part
SMILES	DSG3 Ab inh	OPRM1-OPRD1 ag	SUMO Mot1 rescue	phage Ecoli inh	MOR-DOR inv ag	PKA-R1A activ	E coli growth	Tat transport	PfHsp90 set2	AddAB inh	Arr AP2 block
Cc1c(NC2(C#N)CCCC2)c(=O)n(-c2ccccc2)n1C	97.9	-2.5	x	x	13.1	-11.5	0.8	-21.0	6.5	-1.0	-5.6
Cc1c(C)n(Cc2ccccc2)c2ccc(C(=O)NCCCN3CCOCC3)cc12	108.9	-3.0	-20.4	2.4	15.4	2.9	-1.9	4.2	-13.4	-1.4	-9.2
Cc1[nH]n(-c2ccccc2)c(=O)c1C=NCC1CCCO1 (stereo not drawn)	97.9	-1.3	-9.4	1.9	7.0	-1.1	3.6	4.9	1.2	1.1	8.0
Fc1ccccc1N1CCN(c2ncnc3[nH]ncc23)CC1	105.0	0.6	-8.7	0.3	-2.8	11.2	0.0	5.2	3.4	-0.2	-7.9
COc1ccc(NC(=O)c2cc(C)on2)cc1	95.0	-1.2	8.5	3.6	6.2	3.4	-0.3	-1.7	2.4	0.2	3.8
CN(NC(=O)c1ccc(Cl)cc1)c1ncc(C(F)(F)F)cc1Cl	x	0.3	1.2	-0.4	-1.3	-3.9	-1.9	-9.8	-13.3	-0.6	-6.7
COCCNC(=O)c1ccccc1-c1nc(-c2ccccc2OC)no1	102.1	-0.1	-8.4	2.3	0.3	4.0	0.7	0.2	-22.2	4.0	9.0
COc1ccc2oc(C(=O)Nc3nc(-c4ccccn4)cs3)c(C)c2c1	95.3	0.0	46.3	0.2	-0.1	-8.3	-3.9	3.2	2.3	0.9	-13.6
CCN1CCN(C(=O)CCc2nnc3ccc(N4CCN(c5cccc(OC)c5)CC4)nn23)CC1	127.0	-2.3	-4.1	3.0	11.4	-9.3	-1.6	0.1	24.4	0.2	-0.5
Cc1cc(=O)[nH]c(SCC(=O)c2ccc(O)c(O)c2)n1	100.1	-0.9	-1.2	0.7	4.5	-11.8	-1.9	-2.7	7.0	-1.6	-11.4
CCOC(=O)c1ccc(S(=O)(=O)Nc2ccc3cn[nH]c3c2)cc1	x	2.5	76.9	2.9	-14.8	-7.2	1.6	9.4	x	4.3	-1.1
COc1cc(/C=C/C(=O)NNC(=O)c2cccc(S(=O)(=O)N(C)C)c2)cc(OC)c1OC	98.5	-0.1	x	1.6	0.4	5.3	x	2.5	2.6	x	0.5
O=C(N/N=C/c1ccccc1O)C1CC(=O)N(c2ccc(F)cc2)C1 (stereo not drawn)	98.0	-4.5	-10.7	-2.8	24.1	4.8	1.3	3.0	21.7	-0.4	21.8
CCS(=O)(=O)N1CCC(C(=O)c2ccc(Cl)cc2)CC1	106.2	0.3	0.7	2.1	-1.8	-6.3	1.9	2.2	-14.6	2.1	10.2
CSc1nsc(SCC(=O)Nc2ccccc2F)n1	116.0	-0.8	11.5	4.0	4.4	-2.1	-0.3	4.0	-8.1	2.5	24.9
CCOC(=O)c1c(NC(=O)C2COc3ccccc3O2)sc2c1CC(C)(C)NC2(C)C (stereo not drawn)	131.2	5.0	5.4	1.2	-27.8	0.2	-1.3	0.1	18.5	3.2	13.8
O=C(Cc1ccccc1)NCCSCc1ccco1	98.8	-2.2	11.9	2.0	12.8	4.2	-0.6	0.0	29.2	1.6	-5.4
CC(NC(=O)COC(=O)CSCc1ccccc1)c1ccccc1 (stereo not drawn)	101.1	1.1	4.2	4.0	-5.2	-3.0	1.9	-4.0	46.3	-0.7	-4.5
CC1CCN(CCOc2cccc(Br)c2)CC1	82.2	-3.5	-8.0	2.6	17.7	4.5	-1.6	-0.6	17.8	0.5	21.9
COc1ccc(OCC(=O)NC2CC(C)(C)NC(C)(C)C2)cc1	81.0	1.3	-2.4	2.4	-8.1	5.9	-0.7	7.2	-1.7	0.1	-4.1
COc1ccc(CCn2c(=O)[nH]c3cc(C(=O)NCCN4CCOCC4)ccc3c2=O)cc1OC	x	0.8	-18.0	1.9	-4.0	5.7	0.0	-5.1	x	-1.2	-0.5
COCCCn1c(SCC(=O)N2CCOCC2)nc2cc(Cl)ccc2c1=O	102.0	-2.5	9.6	1.3	9.9	-6.8	0.0	-1.4	8.4	0.3	13.2
CC(=O)N1c2ccc(S(=O)(=O)N3CCC(C(=O)Nc4ccc(F)cc4)CC3)cc2CC1C (stereo not drawn)	104.2	-2.5	10.0	1.2	12.5	-9.8	0.2	2.3	1.7	4.2	30.2
Cc1nn(CC(=O)O)c(C)c1N	98.0	-1.7	88.3	1.2	9.0	-3.6	0.0	2.7	-21.6	0.9	-3.1
O=C(O)c1ccc2c(c1)C(=O)N(c1ccc(Nc3ccccc3)cc1)C2=O	97.0	-1.9	-8.9	2.1	8.3	2.8	x	-4.4	-5.9	x	1.6
CC(C)Cc1nnc(NC(=O)CC(=O)Nc2ccccc2C(=O)O)s1	104.9	-0.3	1.9	2.2	1.9	17.9	-0.2	-5.4	3.5	-0.2	19.0
O=C(NC(Cc1ccccc1)C(=O)O)/C(=C\c1ccco1)NC(=O)c1ccccc1Br (stereo not drawn)	100.3	1.2	3.0	3.1	-6.8	0.2	-1.9	-4.8	7.4	1.1	6.4
CC1(c2ccccc2)NC(=O)N(CC(=O)Nc2ccccc2N2CCCCC2)C1=O (stereo not drawn)	100.0	2.2	-11.3	-2.4	-11.6	-5.4	1.2	11.1	x	2.2	-4.1
